NALP3 yeast inh – NALP3 inhibition in yeast. Yeast reconstituted NLRP3/ASC/caspase-1, beta-gal luminescence, 24 h. inhibition, % at 10 µM. actives 0.39% (n = 330,000). AID 2825;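 active means inhibition of 50% or more; inactive means inhibition below 50%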;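 further: plate controls were induced DMSO wells for no effect and uninduced yeast grown without galactose for full effect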
tim23-1 inh – inhibits growth of tim23-1 mutant yeast | AID 463212 | actives 1.3% (n = 330,000) | inhibition, % at 20 µM | S. cerevisiae tim23-1 growth, BacTiter-Glo luminescence, 24 h;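 active means growth inhibition of the mutant yeast at or above 50%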;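 further: temperature-sensitive mutant grown at 25 °C; plate controls were DMSO-treated mutant yeast for no effect and medium wells lacking yeast for full effect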
APJ ag – activates the human apelin receptor APJ | P35414 | CHO-K1 APJ PathHunter beta-arrestin, luminescence; 0% DMSO wells, 100% apelin | activation, % at 20 µM | actives 0.11% (n = 330,000) | AID 2520;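 active means activation more than six SD over the plate average, tested at 20 µM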;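 further: 0% = DMSO alone and 100% = apelin-13 at 10 nM; some results filed as inactive read as strong as hits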
Target sequence (P35414 whole entry, looked up): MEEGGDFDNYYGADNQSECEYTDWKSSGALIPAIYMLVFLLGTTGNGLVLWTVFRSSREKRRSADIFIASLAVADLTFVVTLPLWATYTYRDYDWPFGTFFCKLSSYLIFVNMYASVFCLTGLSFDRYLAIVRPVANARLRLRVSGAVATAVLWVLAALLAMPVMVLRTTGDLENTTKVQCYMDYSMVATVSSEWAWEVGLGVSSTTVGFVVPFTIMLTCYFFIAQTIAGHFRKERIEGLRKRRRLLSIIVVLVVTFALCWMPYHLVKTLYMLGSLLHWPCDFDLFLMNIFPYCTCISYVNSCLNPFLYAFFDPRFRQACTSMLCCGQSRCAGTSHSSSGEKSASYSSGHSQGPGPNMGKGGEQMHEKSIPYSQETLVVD
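Material: CHO-K1 APJ beta-arrestin complementation cell line; Input: cell density 1000 per well; Incubation: compound stimulation 90 min at 25 °C, detection 60 min; Signal: luminescence from split beta-galactosidase complementation, Galacton Star/Emerald II substrate; Controls: DMSO-only wells as negative, 10 nM Apelin-13 as positive control.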
Mdm2-MdmX inh – inhibitors of human Mdm2/MdmX interaction. O15151+Q00987. SaOS-2 split-luciferase Mdm2/MdmX complementation, luminescence. inhibition, % at 8 µM. actives 3% (n = 330,000). AID 485346;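 active means inhibition of at least 50% at 8 µM in the primary screen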
GRIN3A LBD mod – modulators (binders) of human NR3A ligand-binding domain. NR3A LBD differential scanning fluorimetry, Tm shift; 0% = protein alone, 100% = glycine-bound protein. Tm shift relative to glycine control, % at 25 µM. actives 2.5% (n = 340,000);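 active means melting temperature shift of at least 10% of the positive control shift, at one fixed dose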
CHOP UPR activ – apoptotic UPR (CHOP) activation; actives 0.34% (n = 330,000); CHO-CHOP luciferase reporter, luminescence; percent of tunicamycin response over DMSO baseline; activation, % at 10 µM; AID 449763;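 active means at 10 µM dose, activation of 40% or more, normalized to positive control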;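 further: 100% = tunicamycin at 10 µg/mL and 0% = DMSO alone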
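Dosing – one dose, 10 µM in 0.5% DMSO · System – CHO-CHOP cells, stable luciferase reporter of PERK-eIF2a-CHOP signalling · Input – 500 cells/well · Control set – tunicamycin 10 µg/mL final as positive, DMSO-only wells as negative · Timing – 6 h compound treatment, 37 °C · Measure – % activation vs tunicamycin · Technique – luminescence read with Steady-Glo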
tim10-1 inh – tim10-1 yeast growth inhibition | AID 463190 | actives 2.2% (n = 330,000) | S. cerevisiae tim10-1 ts strain growth, BacTiter-Glo, 24 h | inhibition, % at 20 µM;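 active means inhibition of at least 40%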;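 further: mutant grown at 25 °C; 0% = DMSO wells with yeast and 100% = wells holding no yeast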
UPR XBP1 act – activators of adaptive arm of unfolded protein response (XBP1); AID 463104; activation, % at 20 µM; actives 0.33% (n = 330,000); CHO-XBP1 luciferase reporter, IRE1-XBP1 UPR activation, luminescence; percent of tunicamycin response, DMSO as zero;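 active means versus positive control, 20 µM dose yields 30% or more activation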;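 further: 100% = tunicamycin at 10 µg/mL and 0% = DMSO only wells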
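assay system = CHO-XBP1 luciferase reporter cells | amount = 1000 cells/well | buffer or medium = F12 plus 10% FBS | compound dosing = single point, 20 µM final compound, 1% DMSO | incubation = 16-18 h cell attachment at 37 °C, then 6 h compound exposure | detection = Steady-Glo luminescence read | controls = tunicamycin 10 µg/mL and vehicle-only wells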
TIM10 inh – inhibits growth of TIM10 yeast strain | S. cerevisiae TIM10 strain growth, BacTiter-Glo luminescence, 24 h | inhibition, % at 10 µM | actives 1.4% (n = 330,000) | AID 463195;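 active means inhibition of 40% or more at the single tested concentration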;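 further: wild-type TIM10 isogenic control strain grown at permissive 25 °C; 0% = DMSO yeast wells and 100% = minimal medium wells without yeast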
* = called active by the depositor. Outcome played no part in choosing rows; overall some 8.2% were active at least once.

cpd | Compound | NALP3 yeast inh | tim23-1 inh | APJ ag | Mdm2-MdmX inh | GRIN3A LBD mod
1 | O=C(NCCN1CCN(c2cccc(Cl)c2)CC1)Nc1ccccc1 | 11 | -8 | -3 | 18 | -21
2 | O=C(Cn1cc(S(=O)(=O)N2CCCC2)c(S(=O)(=O)N2CCCC2)c1)NCc1ccco1 | 16 | -9 | -4 | 10 | 0
3 | CCCCn1nc(C(=O)OCC(=O)Nc2sccc2C(N)=O)c2ccccc2c1=O | 13 | -6 | 3 | -1 | -2
4 | CCOc1ccc(CNC(=O)CN2C(=O)C(c3ccccc3)Oc3cccnc32)cc1 (stereo not drawn) | 5 | 20 | -3 | 8 | 0
5 | CCOC(=O)C(C(=O)c1ccccc1)C1CC(C)NC(=S)N1 (stereo not drawn) | 18 | 9 | 4 | 9 | 3
6 | CC/C(=N/Nc1cccc(Cl)c1)c1cnnc(SC)n1 | 19 | -23 | -3 | 54* | -4
7 | O=C(Cn1cnc2scc(-c3ccc(F)cc3)c2c1=O)N1CCOCC1 | 9 | 7 | -4 | 7 | -1
8 | CCOC(=O)N1CCC(NCCNC(=O)c2ccc(Cl)cc2)CC1 | 9 | 6 | 2 | -30 | -1
9 | C=CC[C@@H](CC(=O)N(CCO)Cc1ccccc1)C(=O)N[C@H](COC(=O)[C@@H](CC=C)CC(=O)OC(C)(C)C)C(C)(C)C | 23 | 25 | -8 | -9 | -3
10 | Cc1cc(C=O)c(C)n1-c1ccc(N2CCCCC2)c([N+](=O)[O-])c1 | 25 | 21 | -2 | 48 | -2
11 | O=[N+]([O-])c1ccc(N2CCN(c3ccccc3O)CC2)cc1 | 15 | 14 | -2 | -13 | 0
12 | O=C1NCCN(Cc2cccc(Oc3ccccc3)c2)C1CC(=O)N1CCCCC1 (stereo not drawn) | 3 | 1 | 4 | 27 | -1
13 | COc1ccc(/C=C/C(=O)NCc2ccc(F)cc2)cc1S(=O)(=O)N1CCOCC1 | 7 | 8 | -5 | 3 | 0
14 | CCCCCC(=O)NC(Nc1ccc(S(N)(=O)=O)cc1)C(Cl)(Cl)Cl (stereo not drawn) | 4 | -1 | -3 | -12 | -10
15 | Nc1ccc2c(c1)CC(=O)c1ccccc1S2 | 8 | 16 | 2 | -18 | 0

cpd | CHOP UPR activ | tim10-1 inh | UPR XBP1 act | TIM10 inh
1 | 1.4 | 17 | 0 | 10
2 | 0.4 | 2 | 11 | -9
3 | 1.7 | -19 | 1 | -7
4 | -0.2 | -2 | -6 | 10
5 | -1.1 | 20 | 0 | -15
6 | -0.7 | -1 | -2 | 2
7 | -2.1 | -1 | 0 | 1
8 | 0.1 | -10 | 0 | -16
9 | 2.3 | 12 | 4 | 1
10 | -1.4 | 15 | -2 | 15
11 | 4.4 | 7 | 4 | -11
12 | -2.7 | 22 | -3 | 8
13 | 2.5 | 12 | -2 | 2
14 | 1.4 | 6 | -1 | 1
15 | 7.5 | -12 | 0 | 4

New compounds follow
cpd | Compound | NALP3 yeast inh | tim23-1 inh | APJ ag | Mdm2-MdmX inh | GRIN3A LBD mod
16 | CCCCOc1ccc(CSC(=N)N)cc1Cl | 23 | 6 | 9 | 34 | -1
17 | CCOC(=O)c1[nH]c(C)c(C(=O)N2CCN(c3ccc(F)cc3)CC2)c1C | 15 | 24 | 2 | -25 | -1
18 | O=[N+]([O-])c1nn(-c2ccccc2)[n+]([O-])c1N1CCN(c2ccccc2)CC1 | 5 | 3 | 6 | -20 | -2
19 | CCCCn1c(=NC(=O)c2ccco2)c(C(=O)OCC)cc2c(=O)n3cccc(C)c3nc21 | 27 | 20 | -2 | 33 | -2
20 | O=C(COC(=O)/C=C/c1cc(Br)ccc1F)NC1CC1 | -10 | 22 | -1 | 20 | -3
21 | CC(C)Oc1ccc(C(=O)NNC(=O)c2ccccc2C(=O)O)cc1 | 8 | 26 | -3 | 4 | -2
22 | Clc1ccccc1-c1nc2ccccc2c2nc3ccccc3n12 | 8 | 45 | -5 | 30 | 9
23 | CC(=O)n1cc([C@@H]2C=C(C(=O)Nc3ccccc3)O[C@H](OCCCCO)C2)c2ccccc21 | 11 | 21 | 3 | 18 | -7
24 | O=C(CSc1nnc(Cn2c(=O)sc3ccccc32)n1-c1ccccc1)NCC1CCCO1 (stereo not drawn) | 7 | 10 | -2 | 4 | -2
25 | O=C(OCc1nc(-c2ccccc2)oc1COC(=O)c1ccco1)c1ccco1 | 28 | 15 | -1 | 2 | -2
26 | O=C(CCN1C(=O)/C(=C\c2cccs2)SC1=S)Nc1ccc(C(=O)O)cc1 | 18 | 0 | 0 | 6 | 2
27 | O=C(Nc1cc(Sc2nc3ccccc3s2)cc([N+](=O)[O-])c1)c1cccc(F)c1F | 19 | 35 | 4 | 27 | 7
28 | COc1cc(OC)cc(C(=O)NCc2ccc3c(c2)cc(C)n3C)c1 | 16 | -1 | -3 | -7 | -7
29 | Nc1nonc1-c1nc2ccccc2n1Cc1ccccc1 | -36 | 27 | 4 | -15 | -7
30 | CCOC(=O)c1ccc(Nc2ccc([N+](=O)[O-])cn2)cc1 | 21 | -3 | -4 | -31 | 1

cpd | CHOP UPR activ | tim10-1 inh | UPR XBP1 act | TIM10 inh
16 | 1.0 | 7 | 3 | -12
17 | 1.5 | 25 | -5 | 19
18 | -2.5 | 3 | -3 | 7
19 | 5.4 | 8 | -3 | -15
20 | 0.1 | 13 | -1 | -5
21 | 0.9 | 9 | 1 | 0
22 | 0.7 | 13 | 3 | 33
23 | 0.7 | 19 | -1 | -9
24 | 0.3 | 19 | 0 | 8
25 | 0.4 | 4 | 3 | 5
26 | 3.4 | -3 | -3 | 11
27 | 0.0 | 10 | -4 | -9
28 | 1.2 | 7 | -3 | 17
29 | 1.2 | 8 | 5 | 17
30 | 5.7 | 8 | 5 | 9

(cont.)
cpd | Compound | NALP3 yeast inh | tim23-1 inh | APJ ag | Mdm2-MdmX inh | GRIN3A LBD mod
31 | O=C(COC(=O)CCNS(=O)(=O)c1ccccc1F)Nc1nnc(-c2ccccc2)o1 | -4 | 1 | 2 | 5 | 0
32 | CN1CCc2c(sc(NC(=O)c3ccco3)c2C(N)=O)C1 | 20 | -17 | 4 | 22 | 0
33 | CC(C)c1cc(N=NC(N)=O)cc(C(C)C)c1O | 5 | 13 | 0 | 1 | -1
34 | C/C(=N/NC(=O)CNC(=O)c1cccc(F)c1)c1ccc2c(c1)CCCC2 | 14 | -7 | -4 | 6 | -1
35 | CCc1cccc(NC(=S)N(CCOC)C2CCN(C(C)=O)CC2)c1 | 5 | -2 | -2 | 21 | -2
36 | CC(=O)Nc1cc(C(=O)NCCN2CCN(Cc3ccccc3)CC2)ccc1Sc1ccc(C)cc1 | 13 | 12 | -1 | 38 | 0
37 | CC1(C)Cc2c(sc(NC(=O)Cc3ccccc3)c2C#N)CO1 | -9 | 7 | -8 | 24 | 1
38 | CCCc1cc(=O)oc2c(C)c(O)c(CN3CCCCC3)cc12 | 5 | 24 | -4 | 9 | 5
39 | COc1ccc(S(=O)(=O)Nc2cccc(NC(C)=O)c2)cc1 | 8 | -1 | -4 | -8 | -2
40 | NC(=O)c1ccc(NC(=O)C2CCCO2)cc1 (stereo not drawn) | 15 | 21 | 6 | -33 | -1
41 | Cc1cccc(C)c1NC(=S)N(C)CCc1ccccn1 | 14 | 21 | -4 | -6 | 1
42 | Cc1cccc(NC(=O)Nc2cnccn2)c1C | 26 | 1 | 6 | 0 | 0
43 | C=CCN(c1ccccc1)S(=O)(=O)c1cccc(C(=O)Oc2ccc3c(C)cc(=O)oc3c2)c1 | 10 | 25 | -1 | -13 | 2
44 | COc1ccccc1CC(=O)NNS(=O)(=O)c1ccccc1[N+](=O)[O-] | 12 | -17 | -1 | -2 | -2
45 | COc1cc(Sc2ccc(C)cc2)c(OC)cc1N | 24 | 15 | -4 | 35 | 0

cpd | CHOP UPR activ | tim10-1 inh | UPR XBP1 act | TIM10 inh
31 | 1.5 | -16 | 1 | -12
32 | 4.5 | -13 | -4 | -6
33 | -1.0 | 9 | 1 | -15
34 | -1.7 | 7 | -2 | 23
35 | 0.4 | 2 | -5 | 5
36 | 1.1 | 10 | 1 | -5
37 | -1.8 | 5 | -2 | 10
38 | -0.7 | 20 | 1 | 0
39 | -1.4 | -1 | 1 | 4
40 | -0.9 | 11 | -2 | -9
41 | -1.1 | 3 | 1 | -1
42 | 0.4 | 6 | 0 | 10
43 | 1.0 | 31 | -1 | 20
44 | 1.3 | 11 | -2 | 12
45 | 0.1 | 22 | 1 | 22

Compound profiles, as listed above. Values in the order: NALP3 yeast inh, tim23-1 inh, APJ ag, Mdm2-MdmX inh, GRIN3A LBD mod, CHOP UPR activ, tim10-1 inh, UPR XBP1 act, TIM10 inh
C/C(=N/NC(=O)CNC(=O)c1cccc(F)c1)c1ccc2c(c1)CCCC2 is entered as 14, -7, -4, 6, -1, -1.7, 7, -2, 23
NC(=O)c1ccc(NC(=O)C2CCCO2)cc1 (stereo not drawn) is entered as 15, 21, 6, -33, -1, -0.9, 11, -2, -9
CC1(C)Cc2c(sc(NC(=O)Cc3ccccc3)c2C#N)CO1 is entered as -9, 7, -8, 24, 1, -1.8, 5, -2, 10
CN1CCc2c(sc(NC(=O)c3ccco3)c2C(N)=O)C1 is entered as 20, -17, 4, 22, 0, 4.5, -13, -4, -6
COc1ccc(S(=O)(=O)Nc2cccc(NC(C)=O)c2)cc1 is entered as 8, -1, -4, -8, -2, -1.4, -1, 1, 4

Later entries:
cpd | Compound | NALP3 yeast inh | tim23-1 inh | APJ ag | Mdm2-MdmX inh | GRIN3A LBD mod
46 | Cc1ccc(C(C(=O)NCC2CCCO2)N(Cc2ccccc2F)C(=O)Cn2nnc(-c3cccs3)n2)cc1 (stereo not drawn) | -2 | -20 | -4 | 1 | 4
47 | CC(=O)Nc1cc2c(cc1NC(=O)Cn1nc(-c3ccc(F)cc3)ccc1=O)OCCO2 | 10 | -7 | -2 | -10 | -1
48 | COc1ccc(S(N)(=O)=O)cc1C(=O)OCCCOc1ccc(F)cc1 | 16 | 1 | -2 | -22 | 1
49 | O=C(CC(=O)N/N=C/c1ccc(F)cc1)N/N=C/c1ccc(F)cc1 | 7 | 11 | 1 | 21 | -1
50 | Cc1nn(C)c(C)c1CCC(=O)N1CCCC(N2CCN(c3ccc(F)cc3)CC2)C1 (stereo not drawn) | 6 | 17 | 3 | 19 | 0

cpd | CHOP UPR activ | tim10-1 inh | UPR XBP1 act | TIM10 inh
46 | 2.0 | 19 | 2 | 2
47 | -0.4 | 7 | 5 | 0
48 | 0.7 | -1 | -1 | 11
49 | 2.6 | 7 | -4 | -9
50 | 0.0 | 6 | -8 | 12
